Screens (PubChem BioAssay)
PG9 binder = PG9 antibody binding by small molecule; TR-FRET gp120-PG9 antibody binding; inhibition, % at 6.7 µM; 360,000 tested, 0.43% active; AID 624416; in the data active = inhibition above about 8.5%
sPLA2-III inh = Inhibits HGIII-sPLA2 liposome hydrolysis, primary screen; QFRET BODIPY PC-A2 liposome hydrolysis, fluorescence; inhibition, % at 12.2 µM; 370,000 tested, 0.56% active; AID 743126;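 active = inhibition above mean plus 3 SD of compounds lying within the high and low control bounds, cut at about 19% in these data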;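 note: 0% = median of test compound wells and 100% = no enzyme DMSO wells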
ssDAF12 agonist = activators of S. stercoralis DAF-12 nuclear receptor; activation, % at 6.8 µM; 370,000 tested, 1% active; HEK293 ssDAF-12/GRIP1 lit1-tk-luc reporter, luminescence; % of 3 µM dafachronic acid response;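 active = activation above the mean over all tested compounds plus 3 SD, cut at about 0.9% in these data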;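 note: 0% = DMSO-only wells and 100% = 3 µM delta7-dafachronic acid wells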
Rev-erbA mod = modulators of human Rev-erb alpha DNA binding. 370,000 tested, 0.79% active. activity, % at 10 µM. AID 1259318. Rev-erbα–FITC-DNA binding, fluorescence polarization, 90 min. P20393;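 active = activity above about 14%, limit read from the data; passing the limit was not always enough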;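 note: 0% = DMSO wells with 35 nM protein and 100% = DMSO wells with 750 nM protein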
hcDAF12 agonist = activators of H. contortus DAF-12 nuclear receptor; AID 652067; activation, % at 6.8 µM; 370,000 tested, 1.4% active; HEK293 hcDAF-12 lit1-tk-luc reporter, luminescence; 0% DMSO, 100% Δ7-dafachronic acid;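 active = activation above the mean of all tested compounds plus 3 SD, cut at about 5.5% in these data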;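 note: 100% = response to 3 µM Δ7-dafachronic acid high control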
hgDAF12 agonist = agonists of H. glycines DAF-12 nuclear receptor. activation, % at 6.8 µM. 370,000 tested, 1.8% active. HEK293 GAL4-hgDAF12 UAS-luciferase reporter, agonist luminescence; normalized to butyrate control;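 active = activation above a cutoff set at the mean of all screened compounds plus 3 SD, cut at about 10% in these data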;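 note: 0% = DMSO wells and 100% = sodium butyrate wells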
DAX1 inh-1 = inhibitors of human orphan nuclear receptor DAX1 (NR0B1); P51843; 340,000 tested, 0.99% active; HEK293 Gal4-DAX1 luciferase reporter, luminescence; AID 504766; inhibition, % at 6.75 µM;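 active = inhibition above the mean over all tested compounds plus 3 SD, cut at about 4.2% in these data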;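 note: 0% = DAX1-transfected cells with DMSO and 100% = empty-vector control cells with DMSO; inhibition shows as a rise in luminescence from relieved DAX1 repression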
PLCb3 inh = PLC-beta3 (human) inhibition, primary screen; inhibition, % at 12.2 µM; AID 720704; Q01970; 370,000 tested, 0.18% active; Purified PLC-beta3, fluorogenic substrate, fluorescence; in the data active = inhibition above about 11%;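 note: 0% = median of compound wells on plate and 100% = full blocker control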
Target sequence (Q01970 whole entry, looked up): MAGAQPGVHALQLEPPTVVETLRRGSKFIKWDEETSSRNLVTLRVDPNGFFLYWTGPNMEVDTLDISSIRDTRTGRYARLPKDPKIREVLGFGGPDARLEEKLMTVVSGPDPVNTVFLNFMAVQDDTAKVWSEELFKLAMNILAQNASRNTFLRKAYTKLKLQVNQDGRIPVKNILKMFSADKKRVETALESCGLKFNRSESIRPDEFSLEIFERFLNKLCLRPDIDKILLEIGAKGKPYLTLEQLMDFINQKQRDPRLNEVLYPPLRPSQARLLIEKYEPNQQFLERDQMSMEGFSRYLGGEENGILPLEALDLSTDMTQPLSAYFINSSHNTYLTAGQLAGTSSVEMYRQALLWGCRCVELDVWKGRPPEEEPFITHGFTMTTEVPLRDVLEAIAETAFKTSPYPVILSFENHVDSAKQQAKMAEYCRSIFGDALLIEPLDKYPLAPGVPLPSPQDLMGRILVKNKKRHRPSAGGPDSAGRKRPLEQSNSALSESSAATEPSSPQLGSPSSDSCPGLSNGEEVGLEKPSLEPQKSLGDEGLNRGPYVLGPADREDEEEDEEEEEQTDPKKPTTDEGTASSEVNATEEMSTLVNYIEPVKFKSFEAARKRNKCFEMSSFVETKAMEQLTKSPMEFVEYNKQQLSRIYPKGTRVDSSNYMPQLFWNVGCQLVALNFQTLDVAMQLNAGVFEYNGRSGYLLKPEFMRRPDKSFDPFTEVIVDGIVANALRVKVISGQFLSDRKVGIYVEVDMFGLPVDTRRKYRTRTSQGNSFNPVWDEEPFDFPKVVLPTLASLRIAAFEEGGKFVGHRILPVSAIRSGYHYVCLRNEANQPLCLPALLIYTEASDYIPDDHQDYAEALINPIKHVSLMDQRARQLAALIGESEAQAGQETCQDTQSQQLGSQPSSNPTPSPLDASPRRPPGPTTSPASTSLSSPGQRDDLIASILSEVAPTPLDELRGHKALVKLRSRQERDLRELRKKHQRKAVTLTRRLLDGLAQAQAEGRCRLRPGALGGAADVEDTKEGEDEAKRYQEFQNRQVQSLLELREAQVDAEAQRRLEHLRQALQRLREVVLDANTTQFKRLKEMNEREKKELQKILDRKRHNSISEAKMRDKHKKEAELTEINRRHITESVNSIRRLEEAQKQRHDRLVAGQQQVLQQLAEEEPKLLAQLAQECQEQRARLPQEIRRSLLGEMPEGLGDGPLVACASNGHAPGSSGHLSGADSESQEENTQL
DAX1 inh-2 = blocks DAX1 repression of SF-1 activated StAR promoter. AID 652010. HEK293T StAR-luciferase reporter, SF-1/DAX-1 repression relief. 370,000 tested, 1.1% active. inhibition, % at 6.8 µM;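 active = inhibition above the mean over all tested compounds plus 3 SD, cut at about 3.6% in these data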;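 note: 0% = DAX-1 cells with DMSO and 100% = cells lacking DAX-1 with DMSO; higher inhibition means more luminescence from relief of DAX-1 repression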
FXN GAA850 act = increases GAA850 frataxin promoter reporter activity; HEK293 lucGAA850 FXN promoter luciferase reporter, 24 h; percent of 10 µM SAHA response; activation, % at 6 µM; 360,000 tested, 0.56% active;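 active = activation above the average of all compounds screened plus 3 SD, cutoff fixed separately per campaign, cut at about 7.5% in these data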;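 note: 0% = DMSO wells and 100% = 10 µM SAHA wells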
SMARCA2 activ = SMARCA2 function activation, primary screen | MG213 cells, MMTV-luciferase reporter, dexamethasone, overnight | activation, % at 9.1 µM | 370,000 tested, 1% active | AID 652017; in the data active = activation above about 7.8%;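 note: 0% = vehicle wells and 100% = reference activator wells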
* marks the source's active call; other numbers are inactive results; . = not tested or not shown.

SMILES	PG9 binder	sPLA2-III inh	ssDAF12 agonist	Rev-erbA mod	hcDAF12 agonist	hgDAF12 agonist	DAX1 inh-1	PLCb3 inh	DAX1 inh-2	FXN GAA850 act	SMARCA2 activ
O=C(O)C[C@@H](O)C(=O)O	-2.3	6	-0.9	1	-1.8	-0.4	0.0	1	0.4	1.2	-6
CCN(CC)c1ccc(NC(=O)CCCCCN2C(=O)c3ccccc3C2=O)cc1	-1.5	-6	-1.7	6	-3.1	-4.2	-1.8	-3	-0.5	-4.4	-8
CCOC(=O)c1c(-c2ccccc2Cl)cn2ccccc12	-2.4	-2	-1.3	0	-1.9	-2.5	-0.4	-170	-0.3	1.7	3
CC(CCCC(C)(C)O)NCc1cn[nH]c1-c1ccc2c(c1)OCO2 (stereo not given)	1.1	-2	-1.2	-2	-1.4	1.7	0.0	-8	-1.7	-0.3	-3
Cc1ccc2occ(C3NC(C(=O)O)CS3)c(=O)c2c1 (stereo not given)	-0.1	8	-1.3	-3	1.4	-0.7	-0.6	0	0.2	-0.5	-3
CC(C)C(=O)NCCSc1c[nH]c2ccccc12	-1.4	11	0.3	-5	5.2	-1.9	0.8	0	0.3	-1.3	0
CCOC(=O)CC(=O)Nc1nc2ccccc2s1	-0.9	-43	-0.8	3	0.0	1.9	-0.3	-2	0.0	0.0	1
Cc1cc([N+](=O)[O-])nn1CC(=O)N1N=C(C(F)F)CC1(O)C(F)F (stereo not given)	-1.7	-8	-1.1	-3	1.5	-0.5	-0.1	5	-0.2	-0.1	-3
O=C(NCCCO)C(=O)NCC1OCCCN1S(=O)(=O)c1cccs1 (stereo not given)	-0.6	-2	-1.1	0	3.0	0.3	1.6	-4	-0.7	-1.8	-3
O=C(CSc1nc2ncc(Br)cc2[nH]1)Nc1ccc2c(c1)OCO2	1.0	-31	-1.5	-4	-1.3	3.2	0.3	-1	-1.9	-1.6	0
Cc1cccc(Cl)c1NC(=S)N1CCN(c2ccc([N+](=O)[O-])cn2)CC1	0.6	15	-0.4	4	0.2	1.0	0.5	-4	0.5	1.7	-4
CC(=O)C1=C(C)N(Cc2ccc(F)cc2)C(=S)NC1c1cccc(Cl)c1 (stereo not given)	-1.2	-2	-1.2	4	-1.2	-0.4	.	-5	-0.6	.	-1
CN(Cc1cccc2ccccc12)C(=O)c1cc(COc2c(F)cccc2F)on1	-1.7	-13	-1.5	1	-3.7	-2.1	2.4	-2	-0.2	1.0	-1
O=C(CCn1cccc1)Nc1ccc(F)cc1	-1.7	-15	-0.3	3	-1.6	-0.7	-0.6	4	0.2	1.3	-2
CCOC(=O)c1cc(S(=O)(=O)NCc2ccco2)cn1C	1.9	4	-1.5	1	0.4	-0.7	-0.2	-3	-0.2	-0.5	3
COc1ccccc1C(NC(=O)C1CCN(CCOc2ccc3ccccc3c2)CC1)c1ccccn1 (stereo not given)	-2.5	-31	-1.2	-1	-2.2	-0.2	.	0	0.1	1.1	-1
O=C(O)C1=C[C@@H](c2ccc(Br)cc2)C[C@@H](OCc2ccc(CO)cc2)O1	-2.1	0	-1.3	-2	0.8	1.0	-0.1	-4	0.3	1.6	-1
O=C(Nc1cccc(F)c1)NC1(C(=O)N2CCOCC2)CCCCC1	0.4	-5	-1.6	2	-1.5	0.6	-0.6	1	-0.6	1.8	-2
O=C(OCC(=O)N1CCCCC1)c1cc2ccccc2cc1O	-2.9	-4	-1.1	5	-0.2	2.0	0.4	-55	0.6	2.6	1
CCCCCCOC(=O)C1=C(C)NC(=O)NC1c1ccc(O)cc1 (stereo not given)	-2.9	-24	-1.5	6	-1.4	-1.4	-0.2	0	0.3	0.5	-1
COc1cc(Cl)c(CN2CCCC(CO)(Cc3ccccc3F)C2)cc1OC (stereo not given)	0.4	-4	-0.8	10	-0.2	-1.1	-0.3	2	-0.7	-1.0	-3
Cc1ccc(Cn2c(=O)c3c(nc4n3CCN4Cc3ccco3)n(C)c2=O)cc1	-0.9	2	-1.2	3	-0.7	-3.8	-1.1	4	-1.3	-1.6	-6
O=C(NCCc1ccc(Cl)cc1Cl)c1cccnc1	-1.0	3	-1.6	1	-1.9	-0.1	0.3	-10	-0.5	-0.1	-1
N#Cc1ccc(-n2nnc3ccccc3c2=O)c([N+](=O)[O-])c1	-0.6	2	-1.5	4	0.2	0.8	1.1	-3	-0.1	-0.5	-5
O=C(CSc1nc(-c2ccco2)cc(C(F)(F)F)n1)NC1CCCC1	-1.7	-2	-1.3	-1	-0.7	-3.0	0.2	0	-0.3	2.1	-2

A few values from above.
ssDAF12 agonist result of CCOC(=O)c1cc(S(=O)(=O)NCc2ccco2)cn1C : -1.5
ssDAF12 agonist result of CC(C)C(=O)NCCSc1c[nH]c2ccccc12 : 0.3

Additional structures
SMILES	PG9 binder	sPLA2-III inh	ssDAF12 agonist	Rev-erbA mod	hcDAF12 agonist	hgDAF12 agonist	DAX1 inh-1	PLCb3 inh	DAX1 inh-2	FXN GAA850 act	SMARCA2 activ
O=C(O)CC(NC(=O)Cc1ccccc1)c1cc([N+](=O)[O-])ccc1Cl (stereo not given)	-0.8	1	-0.9	1	-2.0	1.3	.	-4	0.3	2.0	-1
CCCCC(=O)NC(c1ccccc1Cl)c1c(O)ccc2ccccc12 (stereo not given)	-0.9	-45	-1.5	1	-0.4	-0.2	-1.4	-3	-0.5	-0.1	-4
O=C(NC1CCCC1)C1CCCN(S(=O)(=O)c2cccc3cccnc23)C1 (stereo not given)	-1.3	13	-1.4	2	-0.1	1.2	-2.1	-8	0.4	2.5	-4
C/C(=N\Nc1nc(C(C)(C)C)cs1)c1ccc(O)cc1	2.0	1	0.1	-1	5.8*	-0.4	-0.7	-8	0.1	1.5	1
CNC(=O)C1CCN(S(=O)(=O)c2c(C)noc2/C=C/c2cccc(C)c2)CC1	-2.5	2	-1.3	-2	-2.0	1.1	-0.3	-8	-0.9	0.0	0
CS(=O)(=O)N1CCC(Oc2ccccc2C(=O)N2CCNC(=O)C2)CC1	-3.1	6	-0.8	-4	-0.2	-1.7	1.9	-1	-0.8	-3.0	1
Cc1ccc(/C=C2\CCC(C3CCCC3)C2=O)cc1 (stereo not given)	-2.1	2	0.9*	-8	-1.7	7.8	4.5*	4	-0.3	1.4	1
COc1ccc(-c2ccc(C(=O)NCc3ccc(N4CCN(C)CC4)cc3)c3occc23)c(C)c1	-1.6	-17	-1.5	14	-0.6	-0.3	.	-4	-0.5	0.6	-2
COc1ccc(S(=O)(=O)n2oc(=O)cc2-c2ccccc2)cc1OC	-1.2	-1	-1.1	-3	-0.7	-1.2	0.2	4	-0.2	0.3	-3
NC(=O)C1(c2ccccc2)CCCN1C(=O)c1ccc(Br)cc1 (stereo not given)	-0.5	-1	-1.7	3	-0.5	-4.5	-1.0	-6	1.7	1.2	-2
Cc1ccccc1OCc1nc2ccccc2c(=O)n1/N=C/c1cccc([N+](=O)[O-])c1	0.1	7	-1.5	-2	1.4	-0.2	-0.4	0	0.4	3.2	1
O=C(NCc1ccco1)c1cc2n(n1)C(C(F)(F)F)CC(c1ccc(F)cc1)N2 (stereo not given)	-1.4	-5	-1.3	-1	-1.7	0.1	0.7	-2	-1.7	2.9	-4
Cc1cc(C(=O)OCn2nnc3ccccc3c2=O)c(C)o1	-1.8	2	-0.9	1	-1.3	0.4	-0.5	-1	0.0	0.3	5
Cn1c(=O)n(C)c2cc(S(=O)(=O)NCCc3ccccc3)ccc21	-0.2	-5	-1.1	-1	-2.3	-2.5	0.4	-1	-0.7	-1.6	-1
CC(C)CC(OC(=O)c1ccc(Cl)nc1)C(=O)NC1CCCC1 (stereo not given)	-0.1	5	1.1*	0	1.0	-0.7	0.2	-1	-0.3	-0.9	-5
O=C(CSc1ccc([N+](=O)[O-])cc1)Nc1cccc(S(=O)(=O)N2CCOCC2)c1	-0.9	-9	-1.8	-3	-1.9	-2.4	1.4	-7	-2.1	-2.1	-1
CCOc1cc(CNc2ccccc2)cc(Br)c1OCc1ccc(F)cc1	1.8	-12	-1.0	2	-0.5	0.9	-0.8	2	-0.6	-1.9	-4
Cc1nn(-c2ccccc2)c(NC(=O)c2cccs2)c(-c2ccc(Cl)cc2)c1=O	1.4	-2	-1.5	-8	0.0	-3.3	-0.7	-6	-0.2	1.9	-1
Cc1nc2cc(NCc3cccs3)ccc2n1C	-3.1	8	0.4	-5	1.2	8.5	0.5	-55	2.4	5.4	1
COc1cccc(-c2nc(CS(=O)(=O)CC(=O)NCCc3ccc(C)cc3)c(C)o2)c1	-0.2	-21	-1.5	6	-1.7	-1.2	0.3	-10	-1.2	-0.8	-2
N#CC1(c2ccccc2)CCCN1C(=O)c1ccccc1Br (stereo not given)	-0.1	-3	-0.2	3	10*	-1.0	0.3	0	-0.3	0.1	1
CCCCCn1nc(C)c(/C=N/NC(=O)c2ccoc2C)c1C	-1.0	1	-0.5	-4	2.0	13*	2.1	-1	3.6*	5.9	5
COc1ccccc1NC(=O)CS(=O)(=O)c1cn(CC(=O)N(C(C)C)C(C)C)c2ccccc12	2.6	-6	-0.8	-5	0.1	0.3	-0.3	-10	-2.0	-1.3	-1
S=c1[nH]nc(Cc2cccc3ccccc23)n1-c1ccccc1	0.5	17	-1.5	5	-0.7	-1.8	0.8	0	-0.4	3.7	-5
CCOC(=O)c1ccccc1NC(=O)C1CC(=O)N(C2CCCCC2)C1 (stereo not given)	-0.9	1	-0.9	-5	-0.3	1.9	1.0	-5	-0.1	-0.5	3

Brought forward from above: two compounds; new compounds follow.
SMILES	PG9 binder	sPLA2-III inh	ssDAF12 agonist	Rev-erbA mod	hcDAF12 agonist	hgDAF12 agonist	DAX1 inh-1	PLCb3 inh	DAX1 inh-2	FXN GAA850 act	SMARCA2 activ
S=c1[nH]nc(Cc2cccc3ccccc23)n1-c1ccccc1	0.5	17	-1.5	5	-0.7	-1.8	0.8	0	-0.4	3.7	-5
CCOC(=O)c1ccccc1NC(=O)C1CC(=O)N(C2CCCCC2)C1 (stereo not given)	-0.9	1	-0.9	-5	-0.3	1.9	1.0	-5	-0.1	-0.5	3
CNC(=O)c1ncnnc1N(C)C(=O)NCc1ccccc1	-1.0	-2	-0.9	-2	-0.2	0.3	9.6*	3	-0.2	0.6	-2
O/N=C(\COc1ccccc1O)c1ccccc1	-0.5	-27	-1.3	-7	-0.1	-0.2	-0.7	5	-0.3	2.6	-1
Cn1c(=O)[nH]c(=O)c2c1nc(Br)n2CCCCSc1nc2ccccc2o1	2.3	-4	-1.8	2	-1.1	0.7	-0.5	5	0.5	-0.6	-4
COc1ccc(OC)c(C2CC(c3ccc(NS(C)(=O)=O)cc3)=NN2C(=O)c2ccccc2)c1 (stereo not given)	0.8	-22	-1.3	4	-1.4	-4.2	1.3	-13	-0.3	1.2	1
O=C(Nc1ccccc1C(=O)NCc1ccc(Cl)cc1)c1ccco1	-0.9	-20	-2.1	4	-1.3	-2.3	-0.7	-5	-0.9	0.0	0
COc1ccc(OC)c(NC(=O)C(=O)NNC(=O)COc2ccc(Br)cc2C)c1	1.4	1	-0.6	-8	2.7	0.2	-0.4	-6	0.2	0.3	0
CCc1ccccc1NC(=O)Nc1ccc2c(c1)OCO2	0.1	1	-0.1	-4	0.1	0.7	2.3	2	0.6	4.7	2
